Screening data from PubChem.
FBPA coupling cs: qHTS Assay for Inhibitors of Fructose-1,6-bisphosphate Aldolase from Giardia Lamblia: Coupling assay counterscreen; AID 2472, 2010; activity change, negative = inhibition, % at 58.2 µM, hits read low; hit rate 0.67% among 290,000; coupling enzyme system counterscreen, AmpLite Red fluorescence; in the data active = activity change below about -30%; also: % is scaled to controls: 0 for no effect and ±100 for the full control effect
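First, compound is pin-transferred into glyceraldehyde-3-phosphate coupling-enzyme reagent at 57.5 uM final and held 10 min at RT. Next, substrate, coupling system and AmpLite Red are added. After 20 min RT, fluorescence (525/598 nm) is read.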
TSHR antag: Antagonists of the Thyroid Stimulating Hormone Receptor: HTS campaign; Thyrotropin receptor (Homo sapiens), P16473; TSHR-expressing cells, TSH-stimulated cAMP HTRF, 2 h; hits give low values; activity change, negative = inhibition, % at 11.5 µM; hit rate 0.2% among 330,000; AID 504810, 2011;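 active = activity change below a set negative limit, meaning inhibition stronger than a set level, cut at about -70% in these data; inconclusive = activity change between two set negative limits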; also: % is scaled to controls: 0 for no effect and ±100 for the full control effect
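TSHR-expressing cells, 200/well, pre-treated with compound, then stimulated with EC80 TSH (4nM final) for 2 hours at 37 deg C. cAMP measured by competitive HTRF: anti-cAMP cryptate antibody in lysis buffer plus cAMP-d2, read after 30 minutes at room temperature.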
Giardia killer: Small Molecules that selectively kill Giardia lamblia: qHTS | Giardia lamblia trophozoite viability | activity change, % at 7.66 µM, hits read low | hit rate 0.15% among 340,000 | AID 540267, 2011; in the data active = activity change below about -80%; inconclusive = between about -30% and that limit;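 also: parasites exposed to compound for two days anaerobically before the ATP read; % is scaled to controls: 0 for no effect and ±100 for the full control effect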
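Viability, read as ATP luminescence: trophozoites at 100 cells/well, compound added, 48 hrs anaerobic at 37 deg C, then 15-30 min room-temperature development before reading.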
Chronic BCR inh: qHTS Assay to Find Inhibitors of Chronic Active B-Cell Receptor Signaling; ABC-DLBCL IkBa-CBG/CBR reporter, luminescence ratio, 4 h; Potency, µM (top dose mostly 46.1 µM), without a hit: at the highest dose ratio change, negative = lower green/red ratio, actives largely listed as inhibitors; hit rate 0.05% among 340,000; AID 493014, 2011; active = well fitted inhibition curve with a large enough effect in the signal ratio, with a control signal flat, not every such curve was filed as active; inconclusive = small, poorly fitted or top-dose-only effect, or effect the other way, or a change in a side signal; the % refers to the signal ratio;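 also: potency is read from the fitted curve at half-maximal effect; plate controls were basal doxycycline-induced cells for no effect and cells given 10 µM MG132 for full effect; MG132 reads +100%, hits lower the ratio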
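Doxycycline induced both beetle luciferases in TMD8 lymphoma cells; IKK-driven degradation limits the IkappaBalpha-fused green signal, while red luminescence normalises for cell number and nonspecific effects. Compounds tested up to 46 uM, 4 hrs.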
GALK inhibitor: qHTS Assay for Inhibitors of Human Galactokinase (GALK); Purified GALK, Kinase-Glo residual ATP luminescence; P51570; AID 1868, 2009; hit rate 0.007% among 270,000; Potency, µM (series often up to 57.5 µM), for inactives: top-dose activity change, negative = inhibition, most hits filed as inhibitors; also: potency is read from the fitted curve at half-maximal effect; % is scaled to controls: 0 for no effect and ±100 for the full control effect
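ATP-depletion format; final 35 uM ATP, 100 uM D-galactose, 5 nM enzyme; pH 8.0 HEPES/Mg2+ buffer; 60 min RT; luminescence read 10 min after detection reagent.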
TCR activator: Activators of T cell receptors: qHTS campaign; primary human leukocytes, anti-CD3, IL-2 HTRF, 48 h; Potency, µM (series often up to 9.22 µM), for the others: top-dose activation of IL-2 secretion, hits mostly activators; 330,000 tested, under 10 active; AID 504894, 2011; also: % of control where 0% means no effect
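48 hr co-incubation of compounds, a-CD3 beads and primary human leukocytes; IL-2 quantified homogeneously by HTRF with anti-IL-2 K and d2 conjugates.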
A-T KAP1 phos: qHTS Assay for Identifying a Potential Treatment of Ataxia-Telangiectasia | […] A-T fibroblasts, KAP-1 phosphorylation AlphaLISA; neocarzinostatin DNA damage 30 min before lysis | Potency, µM (titrated, usually from 57.5 µM), inactives show at the highest dose activation, most hits filed as activators | hit rate 0.19% among 320,000; also: potency is read from the fitted curve at half-maximal effect; % of control where 0% means no effect; nearly all actives have a fitted effect of over 45% in size
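hTERT-immortalized A-T patient fibroblasts ([…]), 500 cells/well in OPTI-MEM, 1% FBS, got compounds for 60 min, then NCS for 30 min at 37C. Lysates were then assayed for phospho-KAP-1 by AlphaLISA (anti-pKAP1 donor, anti-KAP1 acceptor beads), 6 hr at 25C.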
hERG WT inh: qHTS for Inhibitors of KCHN2 3.1: Wildtype qHTS | hit rate 0.37% among 340,000 | activity change, % at 1.84 µM | AID 720551, 2013 | U2OS, BacMam KCNH2, thallium flux FluxOr; hits give low values;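 active = maximum activity change below -70%; inconclusive = maximum activity change between -70% and -50%; inactive = maximum activity change above -50%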; also: % is scaled to controls: 0 for no effect and ±100 for the full control effect
Target sequence (Q12809 whole entry, looked up): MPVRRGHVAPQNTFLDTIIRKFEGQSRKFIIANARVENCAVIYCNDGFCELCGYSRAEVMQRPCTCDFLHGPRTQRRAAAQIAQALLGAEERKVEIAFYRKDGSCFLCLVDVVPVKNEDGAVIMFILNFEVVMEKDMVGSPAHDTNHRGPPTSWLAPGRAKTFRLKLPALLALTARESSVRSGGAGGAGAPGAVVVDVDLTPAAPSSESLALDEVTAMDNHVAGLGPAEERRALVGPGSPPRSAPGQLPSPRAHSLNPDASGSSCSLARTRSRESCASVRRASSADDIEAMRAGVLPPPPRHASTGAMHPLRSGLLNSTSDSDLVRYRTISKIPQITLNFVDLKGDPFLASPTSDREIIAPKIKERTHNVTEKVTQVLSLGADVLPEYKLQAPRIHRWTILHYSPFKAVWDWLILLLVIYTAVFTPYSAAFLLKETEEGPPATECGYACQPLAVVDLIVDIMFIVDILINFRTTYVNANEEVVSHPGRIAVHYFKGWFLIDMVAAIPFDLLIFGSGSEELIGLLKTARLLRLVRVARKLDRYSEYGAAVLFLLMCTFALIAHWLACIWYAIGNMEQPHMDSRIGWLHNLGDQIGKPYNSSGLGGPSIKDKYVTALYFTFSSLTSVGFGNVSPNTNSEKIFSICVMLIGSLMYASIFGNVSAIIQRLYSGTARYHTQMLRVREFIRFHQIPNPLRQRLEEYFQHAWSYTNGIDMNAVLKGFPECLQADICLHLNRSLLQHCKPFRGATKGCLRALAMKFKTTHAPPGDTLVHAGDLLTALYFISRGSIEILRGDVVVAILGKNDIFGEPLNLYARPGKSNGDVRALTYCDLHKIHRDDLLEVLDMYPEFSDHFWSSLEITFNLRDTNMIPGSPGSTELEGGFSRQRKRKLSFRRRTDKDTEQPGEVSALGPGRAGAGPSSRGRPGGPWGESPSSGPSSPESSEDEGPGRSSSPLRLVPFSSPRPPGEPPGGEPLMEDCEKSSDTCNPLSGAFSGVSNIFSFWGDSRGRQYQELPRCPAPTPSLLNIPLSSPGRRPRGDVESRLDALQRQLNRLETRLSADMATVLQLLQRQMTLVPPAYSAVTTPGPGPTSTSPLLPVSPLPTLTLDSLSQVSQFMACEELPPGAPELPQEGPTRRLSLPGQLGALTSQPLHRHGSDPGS
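U2OS cells transduced with wild-type KCNH2 virus are loaded with FluxOr dye for 45 min, and thallium flux is measured in kinetic reads before and after stimulation buffer. Rate constants are normalized to DMSO controls.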
Tb PFK block: qHTS Assay to Find Inhibitors of T. brucei phosphofructokinase | Potency, µM (highest dose often 57.5 µM), for the others: top-dose activity, negative = inhibition, most hits filed as inhibitors | T. brucei PFK, ADP-Glo luminescence | AID 485367, 2010 | ATP-dependent 6-phosphofructokinase (Trypanosoma brucei brucei), O15648 | hit rate 0.17% among 330,000;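 also: potency is read from the fitted curve at half-maximal effect; 0% = uninhibited 1x PFK enzyme wells and -100% = no-enzyme wells; nearly all actives have a fitted effect of over 60% in size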
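PFK 1.25 nM, F6P 0.5 mM, ATP 0.1 mM, 0.1 M TEA pH 8.0, 5 mM MgCl2, 0.01% Tween20, 0.1% BSA; 45 min RT. ADP-Glo readout. qHTS titration up to 57 uM; curves fitted, compounds curve-classed.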
CXXC DNA block: qHTS Fluorescence Polarization Assay for Inhibitors of MLL CXXC domain - DNA interaction; AID 2662, 2010; MLL-CXXC / FITC-HOXA9 DNA fluorescence polarization; Potency, µM (series often up to 115 µM), for inactives: top-dose activity change, negative = inhibition, actives largely listed as inhibitors; Histone-lysine N-methyltransferase 2A (Homo sapiens), Q03164; hit rate 0.037% among 290,000; active = well fitted inhibition curve with a large enough effect in the polarisation, with a control signal flat, not every such curve was filed as active; inconclusive = small, poorly fitted or top-dose-only effect, or effect the other way, or a change in a side signal; inactive = no such curve, though single readings can be large or run the other way; the % refers to the polarisation; also: potency is read from the fitted curve at half-maximal effect
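Fluorescence polarization: 7 uM MLL-CXXC (stock) preincubated 5 min with compounds, then 50 nM fluorescein-HOX-A9 DNA (stock) added; 30 min ambient. Buffer 50 mM Tris-HCl pH 7.5, 50 mM NaCl, 1 mM DTT, 0.05% BSA.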
* hit, by the source's call; ? = inconclusive; / = not tested or not shown; [ ] = remark or other dose. Unless noted, calls follow the shape of the dose curve; as a rule, active = well fitted curve in the direction sought with a large enough effect; inconclusive = small, poorly fitted or top-dose-only effect, or another doubt; inactive = no such curve, though single readings can be large; an effect the other way counts as inactive or inconclusive.

Start of the listing, in advance:
canonical_smiles,Giardia killer,CXXC DNA block,TSHR antag,hERG WT inh,GALK inhibitor,TCR activator,A-T KAP1 phos,Chronic BCR inh,Tb PFK block,FBPA coupling cs
Cc1nc2ccc(C(=O)OCC(=O)N(C)c3ccccc3)cc2nc1C,-4,/,5,-13,/,-1%,-16%,?,-3%,/
O=C(O)CC(NC(=O)c1ccccc1NC(=O)c1ccccc1)C(=O)O (stereo not drawn),?,-4%,23,1,2%,-1%,5%,?,-5%,4
CS(=O)(=O)N(CCc1ccccc1)CC(=O)NCc1ccc2c(c1)OCO2,-8,1%,/,-1,-1%,5%,/,/,/,3
C=C1N(c2cccc(Cl)c2)C(=O)OC1(C)C,15,12%,-3,-4,-2%,/,-4%,7%,0%,3

Results, from the first entry:
canonical_smiles,Giardia killer,CXXC DNA block,TSHR antag,hERG WT inh,GALK inhibitor,TCR activator,A-T KAP1 phos,Chronic BCR inh,Tb PFK block,FBPA coupling cs
Cc1nc2ccc(C(=O)OCC(=O)N(C)c3ccccc3)cc2nc1C,-4,/,5,-13,/,-1%,-16%,?,-3%,/
O=C(O)CC(NC(=O)c1ccccc1NC(=O)c1ccccc1)C(=O)O (stereo not drawn),?,-4%,23,1,2%,-1%,5%,?,-5%,4
CS(=O)(=O)N(CCc1ccccc1)CC(=O)NCc1ccc2c(c1)OCO2,-8,1%,/,-1,-1%,5%,/,/,/,3
C=C1N(c2cccc(Cl)c2)C(=O)OC1(C)C,15,12%,-3,-4,-2%,/,-4%,7%,0%,3
Cc1ccc(C(=O)c2cc([N+](=O)[O-])ccc2N2CCOCC2)cc1,4,22%,6,20,0%,-1%[46.1 µM],-4%,-4%,0%,4
COc1ccc(S(=O)(=O)N2CCCCCC2)cc1C(=O)OCC(=O)Nc1cc(C)on1,/,0%,4,/,8%,/,-5%,-10%,0%,6
Cc1ccc(C(=O)Nc2cc3c(cc2N2CCCCC2)n(C)c(=O)n3C)cc1,9,3%,-10,-2,-3%,-3%,-3%,-8%,1%,-2
CC(C)NC(=S)N/N=C/c1cc(Br)ccc1O,7,?,-17,0,2%,4%,-4%,-1%,11%,1
O=C(NCCc1ccccc1)c1cccc(Br)c1,-12,2%,-3,21,4%,2%,4%,?,0%,6
O=C(CC1Oc2ccccc2NC1=O)NCCc1ccccc1 (stereo not drawn),15,3%,15,4,3%,-6%,1%,?,-2%,2
Cn1cc(CCC(=O)N2CCCC(Nc3ccc(F)cc3)C2)cn1 (stereo not drawn),8,22%,1,-7,-5%,4%,2%,8%,0%,/
CCc1nnc2n1N=C(c1cccc([N+](=O)[O-])c1)CS2,-18,-14%,25,-6,-2%,1%,/,0%,-4%,0
CN(C)S(=O)(=O)c1cccc(CSc2cccc[n+]2[O-])c1,4,-3%,-4,0,2%,4%,-3%,1%,-3%,2
COc1ccc(-c2noc(CN(C(=O)c3ccoc3C)C(C)C)n2)cc1,-27,6%,24,2,-1%,-6%,7%,5%,-4%,-1
COC(=O)Nc1ccc(S(=O)(=O)Nc2cnc3ccccc3n2)cc1,6,-5%,16,-15,3%,-3%,6%,-2%,2%,8
CC(C)(C)NC(=O)CSc1ncnc2c1nnn2Cc1ccccc1Cl,-3,-6%,-7,-6,-1%,2%,6%,?,1%,1
COc1ccc(Cl)cc1NC(=O)CCCNC(=O)c1ccc(Cl)cc1,28,1%,9,6,2%,0%,17%,?,4%,-2
CCN(Cc1ccccc1)C(=O)c1ccc(C(=O)N(CC)Cc2ccccc2)cc1,-3,-5%,-4,-2,1%,-2%,8%,-1%,0%,4
CCOc1ccccc1C(=O)N1CCC(C(=O)c2ccc(F)cc2)CC1,-14,-1%,-10,0,2%,0%[46.1 µM],/,-3%,-1%,3
O=C(CN1CCC(n2nnc3cc(F)ccc32)CC1)NC1CCCCC1,-2,8%,-14,4,-1%,-1%,9%,-9%,-2%,1
Cc1nnc(SCC(=O)Nc2ccc3c(c2)OCCO3)n1N,0,-2%,-3,0,0%,5%,0%,?,2%,3
CC(C)(C)CNC(=O)c1cccc2c1C(=O)c1ccc(N3CCCC3)cc1S2(=O)=O,4,/,-5,-20,/,-1%,-22%,0%,-11%,/
CCOC(=O)C1CCN(C(=O)C2CCN(S(=O)(=O)c3c(C)noc3C)CC2)CC1,20,-5%,1,-6,0%,-7%,-3%,?,-2%,4
Cc1cccc(/C=C2/Sc3ccc(C(=O)NCCCN4CCOCC4)cc3NC2=O)c1,/,13%,1,/,7%,/,0%,3%,4%,-1
COCCSc1nnc(NC(=O)c2cc(C(=O)OC)cc([N+](=O)[O-])c2)s1,16,-4%,-17,-11,-3%,2%,-2%,-1%,3%,10
COc1ccc(-c2ccc(OC(=O)NC3CCS(=O)(=O)C3)cc2)cc1 (stereo not drawn),-21,0%,6,1,2%,-4%,-4%,19%,-9%,-2
CC(=O)N1CCN(C(=O)CSc2nnc(C)n2-c2ccccc2)CC1,-15,?,5,5,3%,12%,2%,6%,-12%,3
COc1cc(S(=O)(=O)N2CC(=O)Nc3ccccc32)ccc1NC(C)=O,-27,11%,2,2,-2%,-1%,3%,-4%,0%,-2
O=c1cc(Nc2ccc3c(c2)OCCO3)[nH]c(=O)n1C1CCCCC1,18,-10%,-17,3,1%,6%[46.1 µM],-2%,3%,-6%,2
O=C1c2nc3cc(-c4ccco4)[nH]n3c(=O)c2CN1Cc1ccccc1,-2,-5%,-14,4,-4%,3%,-11%,-4%,0%,2
C[C@]12c3[nH]c4cc(-c5ccco5)ccc4c3CCN1C(=O)[C@@H](CC(=O)NCc1ccco1)C[C@@H]2C(=O)N1CCOCC1,11,/,-6,-4,/,1%[46.1 µM],3%,-1%,-4%,/
COc1cc2sc3ccc(-c4ccc(CN5CCOCC5)cc4)cc3c(=O)c2cc1OC,?,/,-41,0,/,10%,5%,?,3%,/
Cc1ccc([N+](=O)[O-])c(-c2n[nH]c(=S)n2-c2cccc(Cl)c2)c1,-8,-8%,-1,2,-3%,-5%,5%,?,3%,9
CC(C)(C)SCCNC(=O)CN(c1ccc(F)cc1)S(C)(=O)=O,2,4%,2,-4,5%,/,14%,2%,2%,1
O=[N+]([O-])c1ccc(/C=C2\CCC(C3=CCCC3)=C2N2CCOCC2)cc1,-3,-3%,-3,-13,2%,-10%[46.1 µM],16%,?,8%,4
CCOC(=O)C1CCN(C(=O)CN(c2ccc3c(c2)OCCO3)S(C)(=O)=O)CC1,7,-3%,1,-9,-1%,0%,1%,5%,-3%,3
O=C(NCc1ccc2c(c1)OCO2)C1CCN(Cc2cnn(-c3ccccc3)c2-n2cccc2)CC1,-1,-2%,/,17,-3%,1%,/,/,/,1
CCn1c(-c2ccccc2Cl)nn(CC(=O)Nc2ccc(OC)cc2)c1=S,6,2%,4,7,-3%,8%,-1%,7%,2%,-6
